ERK AVP inh: inhibitors of vasopressin-stimulated ERK signaling pathway; Potency, µM (doses to about 57.5 µM), inactives show at the top dose activity, negative = inhibition, usual class: inhibitors; 72,000 compounds, 0.99% hits; AID 995; HEK293-V1b, vasopressin-stimulated pERK AlphaScreen; further: potency means the concentration at half of the fitted maximal effect; on the % scale 0 is the no-effect control and ±100 the full control effect; nearly all actives have a fitted effect of over 55% in size
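V1b-HEK293 cells; cpd 30 min 37C; 25 nM vasopressin 5 min; lyse 10 min; AlphaScreen beads 5 hr RT. Normalized to DMSO basal and 25 nM vasopressin; AC50 by Hill fit.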
Epigenetic mod: epigenetic modulators derepressing GFP locus in mouse cells | mouse C127i GFP locus derepression, cytometry, 30 h | Potency, µM (top dose mostly 46.1 µM), inactives show top-dose GFP derepression (activation) | 68,000 compounds, 0.09% hits | AID 597; further: % of control where 0% means no effect
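Murine C127i mammary cells carrying a silenced, stably integrated CMV-driven GFP reporter were treated with compound for 30 hours at 37 C. After PBS washes, GFP-positive cells were counted by laser-scanning microplate cytometry.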
UbGFP stabilizer: proteasome inhibitors stabilizing ubiquitin-GFP reporter; Ubiquitin-GFP reporter cells, proteasome inhibition, GFP fluorescence; response scale: untreated = 0%, 10 µM MG-132 = 100%; Potency, µM (highest dose often 45.9 µM), inactives show at the highest dose activation (GFP accumulation), hits mostly activators; 67,000 tested, under 10 active; AID 526; active means well fitted activation curve with a large enough effect, not every such curve was filed as active; inconclusive means small, poorly fitted or top-dose-only effect, or another doubt; inactive means no such curve, though single readings can be large or run the other way; further: potency means the concentration at half of the fitted maximal effect
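Proteasome block read as GFP accumulation: ubiquitin(G76V)-GFP U2OS cells exposed to compound (2.9 nM–46 uM) for 4 hr at 37 C. Normalization used untreated cells as 0% and 10 uM MG-132 as 100%; concentration-response curves fitted.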
Hsp90 Hop PPI: changes Hsp90-Hop TPR2A binding signal, up or down; AlphaScreen TPR2A-His6 binding biotin-Hsp90 C-terminal peptide; AID 595; Potency, µM (top dose mostly 57 µM), for inactives: top-dose activity change, negative = inhibition; 71,000 compounds, 0.44% hits; active means well fitted curve in either direction with a large enough effect; inconclusive means small, poorly fitted or top-dose-only effect, or another doubt; further: potency means the concentration at half of the fitted maximal effect; on the % scale 0 is the no-effect control and ±100 the full control effect; many of its hits are not listed in these tables
4-MU autofl: 4-MU region autofluorescence; compound autofluorescence, 340/450 nm, 4-MU equivalents; stronger effect = higher value; max dye-equivalent concentration, M; 59,000 compounds, 11% hits; AID 589; in the data active means max dye-equivalent concentration above about 10 nM; inconclusive means mostly about 1.1 nM to 9.6 nM
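Intrinsic fluorescence at 340/450 nm (ex/em) was read after 15 min at room temperature in pH 8.0, 100 mM Tris. Each compound concentration expressed as 4-MU-equivalent concentration from a six-point 4-MU standard series on each plate.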
CRE Fsk mod: alters forskolin-stimulated CRE reporter signaling in CHO cells. CHO CRE-bla reporter (cAMP response element driving beta-lactamase), forskolin EC10, beta-lactamase ratio. Potency, µM (top dose mostly 38.2 µM), for inactives: at the top dose activity change, negative = inhibition, hits mostly activators. 71,000 compounds, 2.5% hits; active means well fitted activation curve with a large enough effect in the signal ratio, with a control signal flat, not every such curve was filed as active; inconclusive means small, poorly fitted or top-dose-only effect, or effect the other way, or a change in a side signal; the % refers to the signal ratio; further: potency means the concentration at half of the fitted maximal effect; % of control where 0% means no effect
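CHO CRE-bla cells, overnight plating in Opti-MEM with 0.5% dialyzed FBS; cpd titration + EC10 NKH 477, 3 h 37 °C; CCF4 2 h RT; ex 405/em 460 vs 530 ratio → %Activity, AC50.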
TexasRed autofl: compound fluoresces in the Texas Red spectral region. Compound fluorescence, Texas Red channel, 547/618 nm; stronger effect = higher value. max dye-equivalent concentration, M. 59,000 compounds, 0.06% hits. AID 587; in the data active means max dye-equivalent concentration above about 10 nM; inconclusive means between about 1.1 nM and that limit
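Dye-equivalent concentrations come from scaling compound signal (ex 547, em 618 nm) to six Texas Red standard concentrations run on every plate, after 15 min room-temperature incubation in pH 8.0 Tris (100 mM).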
A350 fluor: A350 region autofluorescence; 59,000 compounds, 11% hits; max dye-equivalent concentration, M; AID 590; Compound autofluorescence, 340/450 nm, Alexa 350 dye-equivalents; stronger effect = higher value; in the data active means max dye-equivalent concentration above about 10 nM; inconclusive means mostly about 1.1 nM to 9.6 nM
Luciferase inh: firefly luciferase inhibition | 72,000 compounds, 2.2% hits | purified firefly luciferase, luminescence, 8 min | Potency, µM (highest dose often 57.1 µM), without a hit: at the top dose activity change, negative = inhibition, usual class: inhibitors; further: potency means the concentration at half of the fitted maximal effect; on the % scale 0 is the no-effect control and ±100 the full control effect; nearly all actives have a fitted effect of over 40% in size
Target sequence (P08659 whole entry, looked up): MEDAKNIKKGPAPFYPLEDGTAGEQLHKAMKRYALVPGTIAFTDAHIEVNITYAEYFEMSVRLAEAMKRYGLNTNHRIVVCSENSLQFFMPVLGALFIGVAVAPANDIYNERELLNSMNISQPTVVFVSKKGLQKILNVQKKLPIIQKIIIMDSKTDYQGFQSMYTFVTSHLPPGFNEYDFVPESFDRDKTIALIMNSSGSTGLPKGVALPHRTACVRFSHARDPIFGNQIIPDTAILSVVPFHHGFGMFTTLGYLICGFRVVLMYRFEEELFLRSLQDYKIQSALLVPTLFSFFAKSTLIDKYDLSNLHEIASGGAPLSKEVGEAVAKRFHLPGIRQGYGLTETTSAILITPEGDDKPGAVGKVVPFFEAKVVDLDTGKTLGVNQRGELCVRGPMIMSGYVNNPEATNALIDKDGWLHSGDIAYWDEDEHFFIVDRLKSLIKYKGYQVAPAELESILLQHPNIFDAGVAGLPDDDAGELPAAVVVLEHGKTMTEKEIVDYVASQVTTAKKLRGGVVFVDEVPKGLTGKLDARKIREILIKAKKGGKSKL
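Compounds were tested as concentration series (qHTS) against purified P. pyralis luciferase with luciferin and 10 uM ATP in 50 mM imidazole pH 7.2, 50 mM KCl, 7 mM MgCl2, 0.01% Tween 20, 0.05% BSA. Luminescence was read after 8 min at ambient temperature.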
HBB splice mod: hemoglobin beta splicing modulation. HBB splicing reporter cell assay, activation; EGFP reporter with mutant IVS2-654 intron; response scale: normalised to 500 nM splice-correcting PNA. Potency, µM (highest dose often 46.1 µM), without a hit: at the top dose activation, hits mostly activators. 65,000 compounds, 0.06% hits. AID 925; further: potency means the concentration at half of the fitted maximal effect; 0% is about no effect
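Compounds were applied for 2 days to HeLa EGFP-654 cells, 500/well in Optimem with 2% FCS. The reporter's EGFP is disrupted by mis-splicing of beta-globin intron IVS2-654. Readout: summed well GFP fluorescence from 488 nm laser scanning; reference was 500 nM antisense […] 654 PNA.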
Fluorescein fluor: fluorescein region autofluorescence; Compound autofluorescence, 480/540 nm, fluorescein-equivalent; stronger effect = higher value; max fluorescein-equivalent concentration, M; 59,000 compounds, 0.91% hits; AID 593; in the data active means max fluorescein-equivalent concentration above about 10 nM; inconclusive means between about 1.1 nM and that limit
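Tris 100 mM pH 8.0; 15 min RT; CCD read, ex 480/em 540 nm. Output: fluorescein-equivalent concentration per compound concentration, from six-point dye series on each plate.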
* hit, by the source's call; i = inactive; ? = inconclusive; nt = no result given; & = joins results of further samples; [ ] = another dose, or the depositor's remark. Unless noted, the call rests on the fitted dose curve; in most records, active means well fitted curve in the direction sought with a large enough effect; inconclusive means small, poorly fitted or top-dose-only effect, or another doubt; inactive means no such curve, though single readings can be large; an effect the other way counts as inactive or inconclusive. A portion of the library; the hit share may differ from the screen's.

SMILES	ERK AVP inh	Epigenetic mod	UbGFP stabilizer	Hsp90 Hop PPI	4-MU autofl	CRE Fsk mod	TexasRed autofl	A350 fluor	Luciferase inh	HBB splice mod	Fluorescein fluor
COc1ccc(NC(=O)CSc2nc(NS(=O)(=O)c3ccccc3)cc(=O)[nH]2)cc1	10%	0%	1%	-22%	i	-18%	i	i	1%	-0.2%[57.5 µM]	?
Nc1c(N2CCN(c3ccccc3)CC2)c2ccccc2oc1=O	-28%	-4%	3%[9.17 µM]	-11%[11 µM]	nt	?	nt	nt	1%	1.1%[0.0738 µM]	nt
Cc1ccc(S(=O)(=O)/N=C/c2ccco2)cc1	2%	2%	4%	0%	nt	-7%	nt	nt	0%	0.1%[9.22 µM]	nt
CN(CC(=O)Nc1ccccc1Cl)C(=O)COC(=O)CNC(=O)c1ccc(Br)o1	13%	-2%	3%	1%	i	-6%	?	i	0%	0.1%[57.5 µM]	?
CC(=O)c1cccc(NC(=O)c2cc(C)no2)c1	-15%	-5%	-9%	-2%	nt	-2%	nt	nt	-4%	-0.5%	nt
O=C(c1cnn2c(C(F)F)cc(C3CC3)nc12)N1CCc2ccccc2C1	?	3%	4%	4%	?	?	i	?	-2%	-0.5%	i
O=C(COc1ccc(Cl)cc1Cl)NCc1ccco1	20%	1%	0%	-3%	i	1%	i	i	-10%	nt	i
c1ccc(C2(c3ccccc3)OCC(Cn3cncn3)O2)cc1 (stereo unspecified)	-11%	-2%	2%	-7%	i	-9%	i	i	1%	-1.4%	?
Cc1ccc(OCC(=O)Nc2cccc(C)n2)c(C)c1	24%	-2%	-3%	9%	i	-4%	i	i	16µM*	0.6%	i
Cc1cc(OCC(=O)NCCCN(C)C)cc(C)c1Br	2%	2%	14%	-6%	nt	4%	nt	nt	2%	1.9%	nt
C=CCn1c(N)c(-c2nc3ccccc3n2C)sc1=S	?	24%	-5%	-8%	1e-08M*	0%	i	1.1e-08M*	-1%	1.0%	?
C[C@H](NCCc1ccc(O)cc1)[C@@H](O)c1ccc(O)cc1	10%[25.7 µM]	4%[20.6 µM]	-4%[20.5 µM]	1%[26 µM]	i	-3%[17.1 µM]	?	i	4%[25.5 µM]	2.4%[20.6 µM]	?
COc1ccc(Oc2ncc3nc(-c4ccc(F)cc4)c(=O)n(CCC#N)c3n2)cc1	-10%	16%[9.22 µM]	-9%	-4%	?	?	i	?	-1%[11.4 µM]	0.7%	i
O=C(Nc1ccccc1)N1CCN(c2nc3ccccc3s2)CC1	2%	4%	-4%	2%	1.2e-07M*	?	i	1.4e-07M*	1%	-0.9%	?
Cc1c(C(=O)NCc2cccnc2)oc2c1C(=O)CC(C)(C)C2	-12%	3%	2%	-2%	i	-8%	i	i	3%	1.6%	i
Cc1ccc(Cl)cc1N(CC(=O)NC1CCCCC1)S(C)(=O)=O	5%	-2%	0%	2%	i	-1%	?	i	4%	nt	i
Cc1cc(C)c(NC(=O)CN2CCN3CCCC3C2)c(C)c1 (stereo unspecified)	-7%	0%	3%	-5%	i	-6%	i	?	0%	-1.3%	i
CCC(=O)N1CCc2cc(S(=O)(=O)CCC(=O)NCc3ccc4c(c3)OCO4)ccc21	12%	-3%	13%	0%	i	?	i	?	-1%	-0.9%	i
Cc1ccc(NC(=O)CS(=O)CC(=O)NC(C)CCc2ccco2)cc1Cl (stereo unspecified)	-2%	-1%	-2%	-1%	i	-5%	i	i	1%	nt	i
Cn1c(=O)c2c(nc(NCCNc3nc4c(c(=O)n(C)c(=O)n4C)n3C)n2C)n(C)c1=O	-3%[11.5 µM]	-3%[9.22 µM]	0%[9.17 µM]	?	i	-5%[7.6 µM]	i	i	3%[11.4 µM]	1.6%[9.22 µM]	i
Cc1cc(Nc2nc3ccccc3[nH]c2=O)n(-c2ccccc2)n1	-17%	0%	-2%	-2%	3.4e-08M*	?	i	4.3e-08M*	0%	-0.8%	?
CCOc1ccccc1OCCCC(=O)N1CCN(S(=O)(=O)c2ccc(C)cc2)CC1	-4%	0%	4%	-2%	i	3%	i	i	1%	-1.3%	?
CCN(CC)c1ccc(C2C3CCCCC3(O)CCN2CC(=O)N2CCCCC2)cc1 (stereo unspecified)	-1%	2%	-1%	-8%	i	-6%	?	i	-1%	0.2%[57.5 µM]	i
COC(=O)c1[nH]c2cc(C)ccc2c1NC(=O)CN1CCN(c2ccccc2OC)CC1	-30%	3%	0%	-13%	i	?	?	i	0%	3.0%[1.84 µM]	i
COc1ccc(OC)c(-c2cc(C(=O)N3CCCc4ccccc43)no2)c1	9%	0%	2%	11%	i	3.2µM*	i	i	5%	0.6%	i

Continuation:
SMILES	ERK AVP inh	Epigenetic mod	UbGFP stabilizer	Hsp90 Hop PPI	4-MU autofl	CRE Fsk mod	TexasRed autofl	A350 fluor	Luciferase inh	HBB splice mod	Fluorescein fluor
CCn1c(SCC(=O)Nc2nonc2C)nnc1-c1ccoc1C	16%	0%	-5%	-1%	i	3%	i	i	1%	nt	?
CC1=NC(Nc2nc(C)c3ccccc3n2)=NC(C)(C)C1	-23%	0%	-5%	-5%	nt	?	nt	nt	-8%	-2.4%	nt
CC1(C)SC2c3ccccc3C(=O)N2[C@@H]1C(=O)NCCCN1CCOCC1 (stereo partly specified)	-4%	0%	13%	-5%	i	-15%	i	i	2%	1.1%	i
Oc1ccccc1O	-22%	1%	-3%	-5%&-8%	i	?	i	i	0%	-0.5%&1.7%	?
Cn1c(=O)c2c(nc(SCC(=O)Nc3ccccc3N3CCCCC3)n2C)n(C)c1=O	12%	-2%	-1%	0%	i	13%	i	i	-1%	nt	?
Cc1ccc(N2C(=O)C3ON(c4ccccc4)C(c4ccncc4)C3C2=O)cc1 (stereo unspecified)	nt	0%[20.6 µM]	nt	nt	i	nt	i	i	-2%[25.5 µM]	nt	?
O=S(=O)(c1ccc(Cl)cc1Br)N1CCCCC1	-2%	-5%	1%	?	i	-1%	?	i	0%	-0.7%	i
CC(C)C(NC(=O)C1CCCCC1)C(=O)Nc1ccc2c(c1)OCCO2 (stereo unspecified)	16%	0%	2%	-6%	i	?	i	i	13µM*	-3.5%	?
CC1=C(C(=O)OCc2ccccc2)C(c2cccnc2)n2ncnc2N1 (stereo unspecified)	32%[activator]	2%	-7%	-3%	i	-2%	i	i	2%	-0.1%	i
CCCc1cc(=O)oc2cc(C)cc(OCc3nn[nH]n3)c12	-18%	0%	4%	1%	5.2e-08M*	-1%	i	6.8e-08M*	2%	-1.9%[57.5 µM]	i
O=c1c2ccccc2ncn1Cc1ccco1	nt	0%[20.6 µM]	nt	nt	i	nt	i	i	0%[25.5 µM]	nt	i
Cc1ccc(OCCC(=O)Nc2c(C)n(C)n(-c3ccccc3)c2=O)cc1	-18%	0%	1%	-1%	i	1%	i	i	5%	1.5%	i
O=C(CN1CCCC1)N1c2ccccc2Sc2ccccc21	-8%	0%	3%	-7%	i	-9%	i	i	0%	-2.0%	i
CCOC(=O)CCC(=O)NCc1ccc2[nH]c(C)cc2c1	12%	2%	5%	-2%	i	-4%	i	i	0%	-0.4%	i
O=S(=O)(Nc1nnc(-c2ccccc2)s1)c1ccc(Cl)cc1	-11%	-2%	11%	1%	nt	-14%	nt	nt	-3%	-1.6%	nt
CCOc1ccc(-n2c(Cc3cc(=O)[nH]c(=O)[nH]3)nnc2SC(C)C)cc1	-22%	-2%	5%	19%	i	-12%	i	?	4%	-1.5%[57.5 µM]	?
CC(C)c1ccc(NC(=O)CCNS(=O)(=O)c2cccc3nonc23)cc1	-20%	4%	9%	-4%	i	-12%	i	i	0%	-0.8%	i
Cc1nnc(SCC(=O)NCc2ccc3c(c2)OCO3)s1	-11%	0%	12%	-1%	i	-4%	?	i	4%	2.7%	i
Cc1c(Cc2ccccc2)c(=O)oc2c(C)c(OCc3nn[nH]n3)ccc12	-18%	0%	-4%	-3%	4e-08M*	4%	i	5.1e-08M*	2%	-1.4%[57.5 µM]	i
CC(CN(C)Cc1ccccc1)OC(=O)C1COc2ccccc2O1 (stereo unspecified)	4%	nt	-4%	-7%[2.3 µM]	nt	-7%	nt	nt	-2%	-0.7%	nt
O=C(CSc1n[nH]c(-c2ccccc2Br)n1)NC(=O)NCc1ccco1	?	-2%	-6%	-4%	i	-9%	i	i	0%	-0.5%[57.5 µM]	i
COc1cc(C(=O)Nc2cnc(NC(=O)C(C)C)cc2C)cc(OC)c1OC	-2%	0%	-1%	-1%	i	16%	i	i	4%	nt	i

Just TexasRed autofl and A350 fluor, for some of the entries so far:
SMILES	TexasRed autofl	A350 fluor
CCOc1ccccc1OCCCC(=O)N1CCN(S(=O)(=O)c2ccc(C)cc2)CC1	i	i
CCN(CC)c1ccc(C2C3CCCCC3(O)CCN2CC(=O)N2CCCCC2)cc1 (stereo unspecified)	?	i

Screening results from PubChem BioAssay.
